Bioassay records deposited in PubChem by National Center for Advancing Translational Sciences (NCATS).
IL1B secr inh: blocks inflammasome-driven IL-1 beta release. activity change, % at 57.5 µM. THP-1 LPS/ATP IL-1B secretion, AlphaLISA, 16 h; stronger effect = lower value. 4.7% of 360,000 active; in the data active = activity change below about -50%; inconclusive = mostly about -30% to -49%; note: % is set by controls: 0 for no effect and ±100 for the full control effect
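Secreted IL-1B measured by AlphaLISA bead assay after 16 h compound exposure of THP-1 cells; compounds (final up to 57.5 uM) added 1 h before LPS (250 ng/mL) and ATP (1.25 mM) stimulation; lower signal means less secretion.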
SW480 rerep: induces DNA re-replication in SW480 colon adenocarcinoma cells. Potency, µM (highest dose often 46.1 µM), inactives show at the top dose re-replication activation, hits mostly activators. 1.8% of 340,000 active. SW480 DNA re-replication, Hoechst DNA content imaging, 48 h; note: potency is the fitted concentration of half-maximal effect; % of control where 0% means no effect; nearly all actives have a fitted effect of over 55% in size
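Image-based DNA-content assay: after two days of treatment, nuclei were labelled with the DNA dye Hoechst and imaged, and hits were compounds raising the count of nuclei showing high fluorescence intensity.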
HT1080NT lethal: kills 2HG-producing HT-1080-NT fibrosarcoma cells | HT-1080-NT fibrosarcoma viability, CellTiter-Glo ATP luminescence, 48 h | Potency, µM (series often up to 46.1 µM), inactives show top-dose activity, negative = less viability, hits mostly cytotoxic | 1.6% of 360,000 active | AID 686970;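 note: NT is the 2HG producing partner of a matched IDH1 knockdown line; potency is the fitted concentration of half-maximal effect; 0% = DMSO-treated cells and -100% = media-only wells without cells; nearly all actives have a fitted effect of over 55% in size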
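Luminescent CellTiter-Glo readout after 48 hours of compound exposure at 37 degrees C defined viability of HT-1080-NT cells. Activity was normalized to DMSO wells and cell-free media wells; concentration-response curves were fitted and assigned curve classes.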
ATXN2 expr inh: inhibitors of ATXN2 expression. HEK-293 ATXN2-luciferase reporter, luminescence, 24 h. Potency, µM (titrated, usually from 57 µM), without a hit: top-dose activity change, negative = inhibition, actives largely listed as inhibitors. 0.72% of 360,000 active; note: potency is the fitted concentration of half-maximal effect; % is set by controls: 0 for no effect and ±100 for the full control effect; nearly all actives have a fitted effect of over 55% in size
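qHTS (up to 57 uM final) was run with 24 h compound exposure of reporter cells at 37 °C. Each well was multiplexed: SteadyGlo luminescence measured ATXN2-luciferase expression after a fluorogenic Gly-Phe-AFC viability readout (25 uM final).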
MCF10A rereplic: DNA re-replication induction in MCF 10a cells. MCF 10A DNA re-replication, Hoechst nuclear intensity, 48 h. 2.9% of 350,000 active. AID 624296. Potency, µM (top dose mostly 46.1 µM), without a hit: top-dose activity, positive = re-replication, most hits filed as activators; note: potency is the fitted concentration of half-maximal effect; % of control where 0% means no effect; nearly all actives have a fitted effect of over 50% in size
KB-3-1 tox: KB-3-1 parental cell cytotoxicity. KB-3-1 viability, CellTiter-Glo ATP luminescence, 72 h. Potency, µM (series often up to 46.1 µM), for the others: top-dose activity change, negative = cytotoxic, hits mostly cytotoxic. 1.4% of 400,000 active; note: potency is the fitted concentration of half-maximal effect; % is set by controls: 0 for no effect and ±100 for the full control effect; nearly all actives have a fitted effect of over 60% in size
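Parental KB-3-1 adenocarcinoma cells in phenol-red-free DMEM with 10% FBS were pin-treated with compounds at several concentrations, incubated 72 h at 37 °C, and viability read by CellTiter-Glo luminescence; concentration-effect curves were fitted after normalization.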
HT1080 IDH1KD tx: kills HT-1080 cells with IDH1 knockdown. Potency, µM (highest dose often 46.1 µM), inactives show at the top dose activity, negative = toxicity, usual class: cytotoxic. 2% of 360,000 active. HT-1080 IDH1 knockdown viability, ATP luminescence, 48 h;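 note: potency is the fitted concentration of half-maximal effect; 0% = DMSO wells and -100% = cell-free medium wells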
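IDH1KD HT-1080 cells, 750/well, RPMI + 5% FBS; compound pinned after 2 h settling; 48 h, 37 °C; CellTiter-Glo luminescence; % activity normalised to DMSO and no-cell wells; curves fitted, classed by r2 and efficacy.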
KB-V1 cytotox: kills drug-selected multidrug resistant KB-V1 cells. Potency, µM (series often up to 46.1 µM), for the others: top-dose activity change, negative = cytotoxicity, usual class: cytotoxic. KB-V1 MDR cells viability, CellTiter-Glo, 72 h. 3.4% of 400,000 active; note: potency is the fitted concentration of half-maximal effect; % is set by controls: 0 for no effect and ±100 for the full control effect; nearly all actives have a fitted effect of over 60% in size
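Luminescent ATP read-out (CellTiter-Glo, 10 min) measures survival of drug-selected KB-V1 MDR cells after 72 h, 37 degrees C compound exposure. Medium: phenol-red-free DMEM, 10% FBS. Values from fitted concentration-response curves.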
WRN helicase inh: blocks human WRN helicase; Q14191; WRN helicase unwinding, fluorescent forked duplex, kinetic; Potency, µM (highest dose often 114 µM), inactives show at the highest dose activity change, negative = inhibition, actives largely listed as inhibitors; 0.46% of 360,000 active; AID 651768; note: potency is the fitted concentration of half-maximal effect; % is set by controls: 0 for no effect and ±100 for the full control effect; nearly all actives have a fitted effect of over 55% in size
Target sequence (Q14191 whole entry, looked up): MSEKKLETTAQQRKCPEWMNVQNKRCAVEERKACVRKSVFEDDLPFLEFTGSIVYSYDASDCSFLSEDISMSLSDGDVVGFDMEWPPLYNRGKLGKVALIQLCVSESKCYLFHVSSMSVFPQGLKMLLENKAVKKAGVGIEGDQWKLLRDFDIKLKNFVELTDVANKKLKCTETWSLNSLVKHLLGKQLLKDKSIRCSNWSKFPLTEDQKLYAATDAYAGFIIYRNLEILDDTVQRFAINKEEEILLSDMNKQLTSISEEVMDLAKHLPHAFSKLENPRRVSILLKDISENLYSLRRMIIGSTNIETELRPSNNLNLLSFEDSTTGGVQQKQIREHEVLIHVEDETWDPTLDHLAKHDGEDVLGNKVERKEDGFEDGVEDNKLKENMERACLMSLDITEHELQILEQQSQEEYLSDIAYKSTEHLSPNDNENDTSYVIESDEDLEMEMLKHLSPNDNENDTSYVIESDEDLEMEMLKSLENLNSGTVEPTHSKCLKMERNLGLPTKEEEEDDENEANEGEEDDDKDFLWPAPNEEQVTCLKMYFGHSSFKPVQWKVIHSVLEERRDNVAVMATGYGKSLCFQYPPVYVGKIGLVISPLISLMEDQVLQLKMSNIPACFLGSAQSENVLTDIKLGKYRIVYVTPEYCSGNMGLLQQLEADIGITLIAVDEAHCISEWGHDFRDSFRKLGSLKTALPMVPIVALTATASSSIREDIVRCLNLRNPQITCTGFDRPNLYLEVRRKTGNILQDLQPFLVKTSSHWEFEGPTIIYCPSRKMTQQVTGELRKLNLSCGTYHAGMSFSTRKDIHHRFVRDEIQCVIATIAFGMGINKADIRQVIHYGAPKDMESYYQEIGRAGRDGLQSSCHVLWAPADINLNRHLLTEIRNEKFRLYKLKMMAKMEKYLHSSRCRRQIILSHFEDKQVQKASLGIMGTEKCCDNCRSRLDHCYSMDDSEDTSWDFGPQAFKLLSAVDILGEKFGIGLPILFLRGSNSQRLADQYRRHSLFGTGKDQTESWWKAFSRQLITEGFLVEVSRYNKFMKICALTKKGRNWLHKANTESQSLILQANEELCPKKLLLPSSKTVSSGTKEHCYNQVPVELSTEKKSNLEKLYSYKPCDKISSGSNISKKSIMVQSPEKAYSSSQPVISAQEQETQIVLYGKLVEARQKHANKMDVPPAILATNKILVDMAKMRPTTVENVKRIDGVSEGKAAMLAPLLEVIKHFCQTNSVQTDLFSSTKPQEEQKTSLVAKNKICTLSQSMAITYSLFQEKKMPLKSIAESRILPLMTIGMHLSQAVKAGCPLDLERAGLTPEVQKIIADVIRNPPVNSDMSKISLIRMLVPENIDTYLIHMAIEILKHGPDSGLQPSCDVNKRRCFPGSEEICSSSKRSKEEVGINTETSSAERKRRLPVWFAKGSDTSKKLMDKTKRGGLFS
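WRN at 20 nM final preincubated with compound 15 min at room temperature; reaction started with 100 nM fluorophore/quencher forked duplex oligonucleotide and 2 mM ATP final. Unwinding followed kinetically by red fluorescence (ex 525, em 598 nm).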
Numbers without * were called inactive; ? = inconclusive; / = not tested or not shown; [ ] = remark or other dose. Unless noted, calls come from the whole dose curve; as a rule, active = well fitted curve in the direction sought with a large enough effect; inconclusive = small, poorly fitted or top-dose-only effect, or another doubt; inactive = no such curve, though single readings can be large; an effect the other way counts as inactive or inconclusive.

Sample of the layout, three compounds:
SMILES	IL1B secr inh	SW480 rerep	HT1080NT lethal	ATXN2 expr inh	MCF10A rereplic	KB-3-1 tox	HT1080 IDH1KD tx	KB-V1 cytotox	WRN helicase inh
COCCNc1nc(NCc2cccs2)nc2ccsc12	-90*	/	19%	-7%	/	0%	15%	-2%	-7%
O=C(Nc1ccc(F)cc1)Nc1ccc(N2CCCC2)c(S(=O)(=O)Nc2ccccc2Cl)c1	-60*	?	?	?	13%	21µM*	23µM*	?	-12%
COc1ccc(CNCc2c(F)cccc2F)cc1OC	10	-5%	21%	-15%	-1%	-1%	23%	29%	-26%

The whole of this part, from the start:
SMILES	IL1B secr inh	SW480 rerep	HT1080NT lethal	ATXN2 expr inh	MCF10A rereplic	KB-3-1 tox	HT1080 IDH1KD tx	KB-V1 cytotox	WRN helicase inh
COCCNc1nc(NCc2cccs2)nc2ccsc12	-90*	/	19%	-7%	/	0%	15%	-2%	-7%
O=C(Nc1ccc(F)cc1)Nc1ccc(N2CCCC2)c(S(=O)(=O)Nc2ccccc2Cl)c1	-60*	?	?	?	13%	21µM*	23µM*	?	-12%
COc1ccc(CNCc2c(F)cccc2F)cc1OC	10	-5%	21%	-15%	-1%	-1%	23%	29%	-26%
CCN1CCN(C(=O)c2sc3nc(C)nc(N4CCC(C)CC4)c3c2C)CC1	-21	-5%	-3%	2%	1%	-5%	0%	-8%	-10%
C/C(N)=C(/C#N)C(=O)CSc1ccccc1F	?	1%	-2%	52%[activator]	-3%	-2%	?	6%	-2%[57.1 µM]
C[C@H](CO)N1C[C@H](C)[C@@H](CN(C)C(=O)Nc2ccc(C(F)(F)F)cc2)Oc2ccc(NC(=O)Nc3ccccc3)cc2C1=O	?	-19%	?	-23%	0%	0%	?	0%	-22%
Cc1ccc(OCC(=O)Nc2ccc(N3CCN(S(C)(=O)=O)CC3)cc2)c(C)c1	41	-22%	7%	6%	0%	1%	16%	8%	3%
CN1OC[C@@H]2CN(S(=O)(=O)c3cccc(C(F)(F)F)c3)[C@H](c3ccc(N4CCCCC4)cc3)C[C@@H]21	-1	/	24%	4%	/	0%	15%	24%	8%
O=C(CCC(=O)Nc1ccc(F)cc1)N/N=C/c1ccc(F)cc1	7	-31%	3%	/	-1%	4%	12%	5%	-5%
C=CC[C@H](CC(=O)NCCO)C(=O)N[C@H](C)COC(=O)[C@@H](CC=C)Cc1ccc(F)cc1	23	-6%	6%	7%	-20%	7%	20%	-1%	2%

Continued, starting with the last 3 of the part before.
SMILES	IL1B secr inh	SW480 rerep	HT1080NT lethal	ATXN2 expr inh	MCF10A rereplic	KB-3-1 tox	HT1080 IDH1KD tx	KB-V1 cytotox	WRN helicase inh
CN1OC[C@@H]2CN(S(=O)(=O)c3cccc(C(F)(F)F)c3)[C@H](c3ccc(N4CCCCC4)cc3)C[C@@H]21	-1	/	24%	4%	/	0%	15%	24%	8%
O=C(CCC(=O)Nc1ccc(F)cc1)N/N=C/c1ccc(F)cc1	7	-31%	3%	/	-1%	4%	12%	5%	-5%
C=CC[C@H](CC(=O)NCCO)C(=O)N[C@H](C)COC(=O)[C@@H](CC=C)Cc1ccc(F)cc1	23	-6%	6%	7%	-20%	7%	20%	-1%	2%
COc1ccc(CCNS(=O)(=O)c2ccc(Br)cc2)cc1	-6	2%	6%	-13%	?	11%	-1%	?	-5%
OC(c1ccc(F)cc1)c1ncc(-c2ccc(Oc3ccccc3)cc2)[nH]1 (configuration not stated)	-4	/	?	-15%	/	-1%	?	-14%	-8%
C=CCNc1nc2ccccc2nc1NS(=O)(=O)c1ccc(Br)cc1	13	-6%	?	-28%	?	-29%	-24%	?	10%
COc1ccccc1NC(=O)CSc1nc2c(oc3ccccc32)c(=O)n1C	3	-24%	1%	-4%	2%	8%	6%	?	0%[57.1 µM]
N/C(=N\S(=O)(=O)c1cc(C(F)(F)F)cc(C(F)(F)F)c1)c1ccccc1	8	1%	3%	/	?	-7%	-1%	-25%	-20%
O[Si](CCCN1CCCCC1)(c1ccc(F)cc1)C1CCCCC1 (configuration not stated)	?	2%	?	-12%	-11%	0%	21µM*	?	1%
Oc1ccc2ccccc2c1CNn1cnnc1	20	-9%	6%	5%	-4%	4%	1%	12%	-9%
CC(=O)Nc1cc(-c2cccc(N)c2)cn2c(-c3ccc(C(C)=O)cc3)cnc12	8	/	?	8%	/	0%	?	0%	-20%
NNC(=O)c1sc2cc(C(F)(F)F)cnc2c1-c1cccs1	95	?	-1%	?	1%	-16%	-20%	1%	-6%
OCc1nc2c(ccc3ccccc32)[nH]1	47	-1%	6%	6%	0%	11%	3%	3%	14%
O=C(COC(=O)Cn1nnc(-c2ccccc2)n1)Nc1cc(F)ccc1F	-6	-9%	-1%	-10%	-5%	8%	-2%	?	1%
CCOC(=O)c1ccc(N2C(=O)C(CC(N)=O)N(CCc3ccc(OC)c(OC)c3)C2=S)cc1 (configuration not stated)	33	-7%	9%	-20%	0%	-4%	-2%	3%	3%
CCOC(=O)c1cnc2c(Cl)cc(Cl)cc2c1NCCCN1CCOCC1	-10	21%	-9%	/	18%	1%	-7%	-3%	0%
CCN(C(=O)c1cc2c(=O)n3cccc(C)c3nc2n1CCCOC)C1CCCCC1	-7	29µM*	-1%	-21%	18µM*	-24%	-13%	?	-5%
O=S(=O)(c1cccs1)N1CCN(c2ccc(O)cc2)CC1	26	?	-30%	?	?	-3%	?	-5%	0%
CC1(C)NC(=O)N(CC(O)CN2CCCC2)C1=O (configuration not stated)	3	-3%	-1%	-5%	1%	-3%	10%	2%	-2%
CCCCC(=O)Nc1ccc(NCc2ccc(C)s2)cc1	-13	?	-28%	/	6%	-1%	-17%	19%	-4%
CCCN(CC(=O)Nc1ccccc1C)C(=O)CCNC(=O)c1ccccc1Cl	-6	-37%	-3%	-3%	62%	-2%	-4%	?	-6%
COc1ccc2oc(=O)c(C(=O)N3CCN(c4ccccc4)CC3)cc2c1	5	-10%	1%	31%	-4%	25%	8%	0%	22%
CCOC(=O)c1ccc(NCc2ccc(N(C)C)cc2)cc1	-2	-2%	-4%	-2%	0%	14%	-15%	-3%	7%
Cc1ccc(C)c(N(C(=O)Cn2nnc3ccccc32)C(C(=O)NC(C)(C)C)c2ccsc2)c1 (configuration not stated)	30	-4%	4%	-1%	-5%	4%	-13%[9.24 µM]	-8%	27%[57.1 µM]
O=C(O)c1ccc2c(c1)S(=O)(=O)c1ccccc1C2=O	8	-20%	1%	/	0%	-4%	-1%	-13%	-13%
Cc1ccc(-n2c(SCC(=O)NCc3ccco3)nnc2-c2cccnc2)c(C)c1	-13	20%	23%	-1%	8%	2%	13%	21µM*	-11%
CCCn1c(SCC(=O)NCc2ccco2)nnc1C(C)C	-13	-2%	7%	-8%	?	-1%	8%	5%	8%
COc1ccc(OC)c(/C=C/C(=O)N(C)CC(=O)Nc2ccc(N3CCOCC3)cc2)c1	-11	9%	0%	-11%	-1%	/	13%	/	-16%
CC(=O)n1nc(-c2cccnc2)nc1N	-5	-1%	-1%	-5%	-2%	5%	0%	2%	2%
CC(=O)NC(Cc1ccc(F)c(F)c1)C(=O)NC1CCN(c2nnnn2-c2ccccc2)CC1 (configuration not stated)	-11	-54%[inhibitor]	3%	/	2%	0%	-1%	0%	3%
COC(=O)C1=C(C)NC(=O)NC1c1ccc(OC)c(OC)c1 (configuration not stated)	-1	/	7%	/	/	0%	0%	?	5%
COCCNC(=O)CN1C(=O)c2cccc3cccc1c23	9	5%	-1%	-10%	-3%	7%	-4%	29%	-2%
CC1CCN(CC(=O)Nc2ccc(Br)cc2[N+](=O)[O-])CC1	15	-10%	10%	/	-1%	-4%	11%	-9%	-10%
CCOc1cccc(C(=O)N2CCCCC2c2cccnc2)c1 (configuration not stated)	20	0%	8%	-1%	-4%	11%	7%	-23%	-1%
COc1ccc(C(=O)COC(=O)c2ccc3c(c2)NC(=O)CS3)c(OC)c1	14	-286%[inhibitor]	-12%	?	1%	-24%	-11%	-15%	3%[11.6 µM]
COc1ccc(C(C)C)cc1S(=O)(=O)Nc1ncn[nH]1	16	-6%	5%	-9%	2%	0%	19%	30%	-1%
CCOC1CCCc2oc(-c3ccc(OC)cc3)c(C#CCCO)c21 (configuration not stated)	/	/	-19%	-18%	/	5%	?	?	2%
CC(NS(=O)(=O)c1ccc(Br)cc1)C(=O)NCC1CCCO1 (configuration not stated)	-9	-12%	2%	-1%	1%	9%	0%	22%	4%
COc1ccc(OC)c2sc(NC(=O)CCSc3ccccc3)nc12	18	-11%	-16%	-7%	22%	-7%	-21%	11%	-5%
OCC1(Cc2ccc(F)cc2F)CCCN(CCCc2ccccc2)C1 (configuration not stated)	-55*	?	-2%	-14%	?	-12%	-7%	4%	-2%
COc1cc(-n2ccnc2SC)c(Cl)cc1Cl	12	3%	-7%	-11%	10%	0%	-12%	-11%	3%
CC(=O)NCCCc1nc2ccccc2n1Cc1ccccc1C	11	-2%	-1%	2%	-1%	-3%	-9%	-6%	8%
Nn1c(SCC(=O)Nc2cccnc2Cl)nnc1-c1ccccc1	14	-3%	1%	10%	4%	15%	-8%	-25%	?
